# Screens deposited in PubChem by several laboratories.
# Wee1 degr inh: blocks degradation of human Wee1 kinase | AID 1321 | hit rate 1.2% among 220,000 | P30291 | reporter increase, % at 5 µM | HeLa Luc-Wee1K328M stability, luciferase luminescence; 100% = proteasome inhibitor MG132 effect;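 active means activation above the mean of all tested compounds plus 3 SD, set per screening run, cut at about 8.8% in these data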;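 further: cells exposed to compound for 20 h before luminescence read; 0% = DMSO alone and 100% = MG132 at 30 µM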
# PERK inhibitor: blocks human PERK kinase; Q9NZJ5; CHO PERK-DD fusion, SEAP luminescence translation reporter; inhibition, % at 5.6 µM; hit rate 0.17% among 220,000; AID 1416;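 active means inhibition above the mean inhibition of all tested compounds plus 3 SD, set separately per screening campaign, cut at about 2.9% in these data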;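 further: PERK kinase domain activated by AP20187 dimerizer at 100 nM; 0% = DMSO with dimerizer and 100% = rapamycin at 8.4 µM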
# FXIIa inh: factor XIIa (human) inhibition. hit rate 0.3% among 220,000. AID 800. inhibition, % at 5 µM. purified FXIIa, Boc-QGR-AMC fluorogenic substrate, 2 h. P00748; in the data active means inhibition above about 40%;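 further: 0% = enzyme with no compound and 100% = blank without enzyme; many of its hits are not listed in these tables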
# FXIa inh 1536: blocks human coagulation factor XIa protease activity; P03951; purified FXIa, Boc-Glu-Ala-Arg-AMC fluorogenic substrate; inhibition, % at 5 µM; hit rate 0.14% among 220,000;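 active means inhibition of at least 40%; inactive means inhibition below 40%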;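 further: fluorescence of freed AMC excited at 355 nm; 0% = enzyme without compound and 100% = no enzyme blank; many of its hits are not listed in these tables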
# Furin inh: blocks human furin protease activity; P09958; purified furin, fluorogenic substrate cleavage; inhibition, % at 30 µM; hit rate 0.061% among 220,000; AID 463115; in the data active means inhibition above about 25%; further: inactives centre near -15
# hK5 inh: blocks human kallikrein 5 protease activity; Q9Y337; recombinant hK5, fluorogenic AMC substrate cleavage; inhibition, % at 5 µM; hit rate 0.59% among 210,000;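 active means inhibition of 40% or more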;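 further: 0% = enzyme controls without compound and 100% = no-enzyme blanks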
# Target sequence (Q9Y337 67-293 limits assumed): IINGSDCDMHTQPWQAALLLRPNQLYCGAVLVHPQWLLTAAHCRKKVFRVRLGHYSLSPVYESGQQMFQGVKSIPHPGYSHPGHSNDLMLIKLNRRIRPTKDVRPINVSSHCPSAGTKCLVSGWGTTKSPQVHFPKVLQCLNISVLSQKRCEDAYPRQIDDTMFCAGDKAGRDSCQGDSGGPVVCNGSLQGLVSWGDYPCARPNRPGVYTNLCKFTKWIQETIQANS
# p97 ATPase inh: human p97 ATPase inhibition; recombinant p97 ATPase, Kinase-Glo ATP luminescence, 3 h; inhibition, % at 8 µM; hit rate 0.42% among 220,000; P55072; in the data active means inhibition above about 15%;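 further: 0% = DMSO vehicle and 100% = wells lacking enzyme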
# Target sequence (P55072 whole entry, looked up): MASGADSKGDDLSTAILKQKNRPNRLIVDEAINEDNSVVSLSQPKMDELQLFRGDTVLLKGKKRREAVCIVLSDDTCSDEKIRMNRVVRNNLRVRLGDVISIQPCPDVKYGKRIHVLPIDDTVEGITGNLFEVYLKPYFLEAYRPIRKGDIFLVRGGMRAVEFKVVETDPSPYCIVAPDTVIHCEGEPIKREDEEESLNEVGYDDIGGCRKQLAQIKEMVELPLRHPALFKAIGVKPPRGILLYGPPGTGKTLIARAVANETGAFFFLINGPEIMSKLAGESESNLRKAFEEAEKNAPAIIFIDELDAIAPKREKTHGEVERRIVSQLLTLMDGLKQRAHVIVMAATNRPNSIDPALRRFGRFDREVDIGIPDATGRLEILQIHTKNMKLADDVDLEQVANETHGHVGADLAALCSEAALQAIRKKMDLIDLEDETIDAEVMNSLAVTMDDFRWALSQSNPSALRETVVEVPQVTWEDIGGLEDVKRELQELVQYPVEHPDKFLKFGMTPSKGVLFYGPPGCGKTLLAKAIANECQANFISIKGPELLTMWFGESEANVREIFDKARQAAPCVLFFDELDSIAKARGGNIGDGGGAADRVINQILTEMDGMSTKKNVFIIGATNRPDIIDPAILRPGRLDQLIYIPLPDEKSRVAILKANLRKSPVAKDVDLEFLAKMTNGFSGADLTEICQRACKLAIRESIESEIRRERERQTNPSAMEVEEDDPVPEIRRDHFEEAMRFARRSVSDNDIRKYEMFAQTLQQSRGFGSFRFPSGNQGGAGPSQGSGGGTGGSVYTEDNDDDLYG
# KCC2 mod: modulates chloride dependent transport by human KCC2. KCC2 cells, thallium flux FluoZin-2 fluorescence. B-score of Tl+ flux slope (higher = more flux/activation; lower = inhibition) at 10 µM. hit rate 2.2% among 190,000. AID 1456;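 active means thallium flux slope and its plate-corrected score both differing from the plate sample mean at a set confidence after two filtering rounds, in either direction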;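 further: slope of fluorescence scaled to starting intensity during 10 to 20 s after thallium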
# Thrombin inh: blocks human thrombin protease activity; inhibition, % at 5 µM; alpha-thrombin, Boc-VPR-AMC fluorogenic substrate cleavage; P00734; AID 1046; hit rate 0.26% among 220,000;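 active means inhibition at or above 40%; inactive means inhibition below 40%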;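 further: 0% = enzyme with no compound and 100% = wells without enzyme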
#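 System – human alpha-thrombin · Medium – pH 7.5 Tris (50 mM) with NaCl 150 mM, Tween 20 0.05% · Compound – single-point dosing at 5 µM, 0.2% DMSO · Incubation – enzyme reaction carried out at room temperature · Technique – fluorescence of released AMC, ex 355 nm, em 460 nm · Read-out basis – % inhibition of thrombin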
# * hit, by the source's call; . = not tested or not shown; [ ] = remark or other dose.
SMILES,Wee1 degr inh,PERK inhibitor,FXIIa inh,FXIa inh 1536,Furin inh,hK5 inh,p97 ATPase inh,KCC2 mod,Thrombin inh
O=C(NCc1ccccc1)NCC12CC3CC(CC(C3)C1)C2,0,0.8,4,2,-17,4,7,.,-1
O=C(Nc1ccccc1C(=O)N1CCCC1)c1cccc(S(=O)(=O)N2CCCCCC2)c1,-2,-0.6,-16,-5,-7,-9,-1,0.76,-4
CCOC(=O)c1sc2nc3n(c(=O)c2c1C)CCC(C)CC3 (stereo not drawn),-1,1.3,-2,-3,-19,-3,5,-0.18,2
O=C(NCCCl)Nc1cccnc1Cl,-1,0.3,5,-3,-36,-5,3,.,-4
CCOC(=O)COc1ccc2c(c1)C(=O)CC(C)(C)O2,5,0.1,14,4,-10,-48,-2,-0.19,0
Cc1ccc(NCc2nnc(SC(C)C(=O)N/N=C/c3ccc(C)o3)n2-c2ccccc2)cc1 (stereo not drawn),-2,0.4,15,6,-15[20 µM],-15,-3,-0.19,1
Cc1cc(C)cc(NC(=O)c2snc3c(=O)[nH]cnc23)c1,2,0.1,-21,-9,-11[20 µM],4,-2,-1.4,-10
O=C(Nc1nc(-c2nc3ccccc3s2)cs1)c1ccco1,0,0.3,12,0,-30,2,2,0.39,-1
Cc1cc2c(c(=O)n1CCN(C)C)C(c1ccc(Cl)cc1)C(C#N)=C(N)O2 (stereo not drawn),1,1.7,4,-4,-22[20 µM],0,3,0.16,-8
Clc1ccc(-c2noc(/C=C/c3ccccc3)n2)cc1,3,2.7,10,4,-14,0,6,.,-2
N#CC1=C(N)N(c2ccccc2)C(c2cccc([N+](=O)[O-])c2)C1(C#N)C#N (stereo not drawn),-1,-0.9,18,10,-2[20 µM],2,0,-0.7,3
O=C(CSc1nnc(Cn2c(=O)sc3ccccc32)n1-c1ccccc1)NCC1CCCO1 (stereo not drawn),3,-0.6,22,17,-20,-13,1,0.73,-3
Cc1cccc2nc(C(F)(F)F)nc(=O)n12,-1,0.2,0,-4,-13,-8,10,.,-3
CN(c1ccc(C(=O)NCc2ccc3c(c2)OCO3)cc1)S(C)(=O)=O,0,1.4,-11,0,-3[20 µM],-2,-1,.,-5
CCOC(=O)Cc1csc(NC(=O)CN2C(=O)c3ccccc3C2=O)n1,-1,0.8,6,1,-27,3,7,0.46,0
COc1ccc2nc(N/C(N)=N/S(C)(=O)=O)nc(C)c2c1,-2,0.2,4,1,-23,-2,6,0.26,-1
COc1cc(/C=N/NC(=O)c2cc(C34CC5CC(CC(C5)C3)C4)[nH]n2)ccc1O,1,1.9,-4,-17,6[20 µM],-10,7,.,-7
C=CCN(CC=C)S(=O)(=O)c1ccc(C(=O)Nc2nnc(COC)o2)cc1,-1,1.1,5,-5,-12,1,3,0.39,-6
COc1cccc(NC(=O)CN2CCN(S(=O)(=O)c3ccc(C(C)C)cc3)CC2)c1,-2,-0.8,14,7,-10[20 µM],-9,-3,0.1,0
CC(=O)c1cccc(NC(=O)N2CCCC2C(=O)Nc2cc(C)ccc2C)c1 (stereo not drawn),-3,-1.0,-1,2,-14,8,2,0.5,6
Cc1ccc(-c2nnc(SCC(C)C)n2C)cc1,-1,0.4,0,-5,18[20 µM],30,7,0.78,-6
CCn1c(SCC(O)c2ccccc2)nnc1-c1ccccc1 (stereo not drawn),6,-0.4,0,-4,-16,-13,-3,0.33,-8
O=C(NCC(c1cccnc1)N1CCN(c2ccccc2)CC1)C1CCCCC1 (stereo not drawn),-1,-0.8,6,6,-14[20 µM],-13,-1,1.4,-5
O=C(c1ccccc1)c1ccc2nc[nH]c2c1,4,1.3,6,-5,-19[20 µM],-13,3,0.07,7
COc1ccc(CN2CCC(C(=O)N3CCN(c4ccccc4F)CC3)CC2)cc1OC,8,-1.2,22,15,-12,-10,-5,1.1,8
Cc1nnsc1C(=O)Nc1ccccc1,1,0.2,6,-8,-10,1,5,0.086,-5
CCN1CCN(C(=S)NCCc2ccccc2)CC1,-1,1.3,13,-5,-23[20 µM],-20,2,0.42,-5
CCC(C)(C)n1nnnc1C(C(C)C)N1CCSCC1 (stereo not drawn),1,-0.9,12,1,-9[20 µM],-27,-4,.,1
NNC(=O)Cn1c(-c2nonc2N)nc2ccccc21,3,0.8,10,-1,-29,-1,3,0.78,-2
O=C(O)c1nc(N2CCCCC2)ncc1Cl,-2,0.3,17,4,-8[20 µM],1,11,0.053,-2
NNc1ncnc2sc3c(c12)CCC3,0,0.7,7,-6,-24,-2,-2,-0.3,-20
CCOc1cc(/C=N/NC(=O)COc2cccc(C)c2)ccc1OC(=O)c1cccs1,2,-0.4,15,9,1[20 µM],0,-6,.,3
CC(=O)c1ccc(NC(=S)N2C(C)CCCC2C)cc1 (stereo not drawn),0,1.2,12,5,-23,-7,3,-0.21,2
COC(=O)c1ccccc1NC(=S)NC(=O)COc1ccc(C(C)C)cc1,-4,0.2,9,3,-17,-12,1,9.7*,-5
CN(C)C(=O)c1cn(N(C)c2ncc(C(F)(F)F)cc2Cl)c(=O)c2ccccc12,0,-0.3,19,5,-30[20 µM],1,-1,0.51,2
CN1CCN(c2ccc(CNS(=O)(=O)c3ccccc3)cc2)CC1,-2,-0.3,11,0,-15,-1,-1,0.36,-2
COc1cccc(-c2csc(N3CCN(CC(=O)NNC(=O)c4ccc(Cl)cc4)CC3)n2)c1,-1,-1.8,-9,-13,-16,-25,2,.,-2
COCCCNC(=O)c1c(N)n(/N=C/c2cccs2)c2nc3ccccc3nc12,-4,0.1,8,0,-29,-73,0,-0.55,-2
Cc1cc(C)n(Cc2cccc(F)c2)c(=O)c1C#N,-2,-1.2,8,0,-12,-3,5,0.41,0
O=C(CCSCc1ccccc1Cl)NCc1cccs1,-2,1.1,5,-5,-9,1,-3,-1.5,-1

# Random excerpt: 3 entries already listed
SMILES,Wee1 degr inh,PERK inhibitor,FXIIa inh,FXIa inh 1536,Furin inh,hK5 inh,p97 ATPase inh,KCC2 mod,Thrombin inh
Cc1cc(C)n(Cc2cccc(F)c2)c(=O)c1C#N,-2,-1.2,8,0,-12,-3,5,0.41,0
CN(C)C(=O)c1cn(N(C)c2ncc(C(F)(F)F)cc2Cl)c(=O)c2ccccc12,0,-0.3,19,5,-30[20 µM],1,-1,0.51,2
O=C(CCSCc1ccccc1Cl)NCc1cccs1,-2,1.1,5,-5,-9,1,-3,-1.5,-1

# More structures
SMILES,Wee1 degr inh,PERK inhibitor,FXIIa inh,FXIa inh 1536,Furin inh,hK5 inh,p97 ATPase inh,KCC2 mod,Thrombin inh
COc1ccc(Cn2c(=O)sc3ccccc32)cc1OC,-4,-1.1,16,-1,-24,-16,-6,.,3
C/C(=N\N=C1\NC(=O)C(CC(=O)O)S1)c1ccccn1 (stereo not drawn),0,1.4,10,6,-9,-11,11,.,0
COc1ccc(Cl)cc1Nc1nc(C)cc(C)c1C(N)=O,3,-0.4,20,-2,4[20 µM],11,0,0.29,-1
O=c1c2ccccc2ncn1-c1cccc(Cl)c1,1,0.8,3,-6,-12[20 µM],-13,10,0.22,-3
CCOC(=O)CNC(=O)Cc1ccc(Cl)cc1,-3,0.4,3,-4,-16,0,6,-0.039,-3
Cc1ccc(-c2c[n+](=O)c3c(n2[O-])CCC3)cc1,-1,1.1,1,4,-28,1,8,0.82,-9
COC(=O)c1ccc(C(=O)OC)c(NC(=O)CN(C)Cc2ccc(Cl)c(Cl)c2)c1,4,1.1,7,7,-16,-10,-2,-0.086,-5
Cc1ccc(C2(C(F)(F)F)NC(=O)N3N=C4CCCCCN4C3=C2C#N)cc1 (stereo not drawn),-1,1.1,10,-7,-13,-5,-2,-0.46,-7
COCCn1c(SCc2cc(=O)n3ccsc3n2)nnc1-c1ccncc1,-2,1.0,5,-3,-32,-1,8,0.37,-6
CCOc1cc(-c2cn(S(=O)(=O)c3cccc4nsnc34)nc2N)cc(OCC)c1OCC,-1,-1.8,25,21,-6[20 µM],16,0,-0.015,30
FC(F)(F)c1cnc(N2CCC(=NOCc3ccc(Cl)cc3)CC2)c(Cl)c1,2,-0.1,10,6,-12[20 µM],0,-2,.,2
O=C(/C=C/c1ccc(N2CCCCC2)c([N+](=O)[O-])c1)c1ccc(S(=O)(=O)N2CCCC2)cc1,3,-0.1,35,18,-1,20,-10,0.098,26
Cc1csc(/N=C/N(C)C)c1C#N,-3,1.1,10,5,-10,1,6,-0.12,-2
O=c1c2c3nc4ccccc4nc3n(/N=C/c3ccccn3)c2ncn1-c1ccccc1,-3,0.6,8,-4,-16,-4,9,-0.66,3
CC(C)(C)C(=O)N/C(N)=N/c1nc2ccccc2o1,0,-1.1,12,2,-16,1,-1,-2.1,2
CC(=O)Nc1cc2c(cc1NC(=O)Cn1nc(-c3ccc4c(c3)OCCO4)ccc1=O)OCCO2,1,0.2,11,3,-8[20 µM],-12,3,0.49,0
O=C(c1ccccc1)[C@H]1CC=CC[C@H]1C(=O)O,1,0.5,0,0,-18[20 µM],-3,-1,0.45,-7
COc1ccc(N2C(=O)C3CCCN3C2c2ccc(C)cc2)cc1Cl (stereo not drawn),-1,-0.2,-1,-6,-18,-1,4,.,-10
S=C(NC1CCCC1)N1CCN(C/C=C/c2ccccc2)CC1,-4,0.5,-1,-6,-16,-5,0,-3,3
CCOC(=O)c1sc(NS(=O)(=O)c2ccc(F)cc2)nc1C,-2,1.1,9,0,-26,5,5,-0.18,-6
CC(C)(C)SCCNC(=O)CN(c1ccccc1)S(=O)(=O)c1ccccc1,2,0.9,4,-4,-10,-5,-2,-0.021,3
CCCCc1ccc(NC(=O)CSC2=C(C#N)C(c3ccco3)C3=C(CCCC3=O)N2)cc1 (stereo not drawn),-3,0.2,-10,-9,-15,-2,9,-1.7,-6
Cc1ccc(C2(CC(=O)Nc3nccs3)CCOC(C(C)C)C2)cc1 (stereo not drawn),-2,-0.2,11,1,-17,-8,-4,-1.4,-13
Cc1ccc(OP(=O)(Nc2c(C)n(C)n(-c3ccccc3)c2=O)Oc2ccc(C)cc2)cc1,0,-0.3,7,5,3,-18,-4,-0.043,-1
Cc1ccc(NC(=O)CN2CCC(C(=O)c3ccc4c(c3)OCCO4)CC2)cc1,-1,-1.1,9,3,-12[20 µM],-25,-1,-0.17,-1
COC(=O)c1c(NC(=O)c2ccccc2[N+](=O)[O-])sc2c1CC(C)(C)NC2(C)C,-4,-0.9,8,23,-2,-14,-3,-0.69,-6
Cc1ccc(SCCC(=O)NCC2CCCO2)cc1 (stereo not drawn),-1,0.1,4,-3,-13[20 µM],-2,2,.,-3
CCOc1ccc(N2C(=O)/C(=C\c3ccccc3OC)S(=O)(=O)C2c2cccc([N+](=O)[O-])c2)cc1 (stereo not drawn),-1,0.2,10,6,-13,2,6,0.47,3
Cc1ccc(NC(=O)CSc2nc3c(cc2C#N)C(=O)CCC3)cc1S(=O)(=O)N(C)C,0,0.0,7,2,-14,-6,-1,0.12,-6
C=CCNC(=S)NNC(=O)c1cc(Cl)ccc1OC,5,0.5,3,12,-24,-1,2,-0.35,0
CCOC(=O)C1(O)CC(C)=NN1C(=O)c1cccc(Br)c1 (stereo not drawn),-2,-0.7,1,-5,-11,-3,-4,0.59,-7
COc1ccc(S(=O)(=O)NC2(C(F)(F)F)N=C(c3ccccc3)NC2=O)cc1 (stereo not drawn),2,-0.2,5,-5,-7,-3,3,-0.013,-2
CCOC(=O)c1[nH]c(C)c(C(=O)NCCCOC(C)C)c1C,0,0.1,-5,-19,-14,-9,-3,0.49,0
O=C(O)CCCNc1ccc(S(=O)(=O)Nc2ccccc2C(=O)O)cc1C(=O)O,5,1.8,16,7,-34,1,5,0.82,6
